Compound activity: PubChem, NCI
NCI-60 one-dose screen, 48 h, at 10 µM unless noted. Numbers give growth in % (100 = growth as untreated, 0 = no growth, -100 = all killed).
K-562 – K-562 leukemia | 78,000 tested, 7.4% active
EKVX – EKVX NSCLC. 71,000 tested, 3% active. AID 1794765
CCRF-CEM – CCRF-CEM leukemia. AID 1794778. 77,000 tested, 7% active
HOP-62 – HOP-62 NSCLC; 80,000 tested, 3.9% active; AID 1794735
SR – SR leukemia cells; 73,000 tested, 8.7% active; AID 1794780
HOP-92 – HOP-92 NSCLC cells | 71,000 tested, 6.3% active | AID 1794738
MOLT-4 – MOLT-4 leukemia cells; 80,000 tested, 6.9% active; AID 1794779
RPMI-8226 – RPMI-8226 leukemia cells | 77,000 tested, 7.5% active | AID 1794781
Active calls of the source: *; / = not tested or not shown; & = joins results of further samples; ! = repeats disagree. How the source made its calls: active means growth percent below 10; inactive means the rest.

SMILES | K-562 | EKVX | CCRF-CEM | HOP-62 | SR | HOP-92 | MOLT-4 | RPMI-8226
Cc1ccsc1[C@@H]1C[C@@H]2Cc3cc(Cl)ccc3N1O2 | 100.4 | 90.6 | 112.3 | / | 103.6 | 56.8 | 100.9 | 94.7
CC1(O)CCC2CC3OC3(C)CCC3OC3(C)C(O)CC1C2(C)C (stereo unspecified) | 119.4 | 87.8 | 91.5 | 116.4 | 103.7 | -15.9* | 106.3 | 84.4
COc1ccc(C(=O)/C=C/c2cn(-c3ccc(C)cc3)nc2-c2ccc(S(C)(=O)=O)cc2)cc1 | 49.6 | 87.7 | 61.7 | 104.3 | 62.4 | 100.0 | 64.0 | 59.3
COc1ccc(OC)c(NCc2nnc(-c3ccc(OC)c(OC)c3)o2)c1 | 95.5 | 86.9 | 94.9 | 86.2 | / | 89.4 | 94.3 | 87.8
C[N+](C)(Cc1ccccc1Cl)Cc1ccccc1Cl | 90.5 | 94.0 | 110.6 | 89.0 | 86.9 | 63.0 | 97.2 | 84.7
Cc1cc(C)c(S(N)(=O)=O)c(N)c1 | 99.0 | 100.2 | 83.5 | 102.8 | 111.9 | / | 105.3 | 96.7
O=C1CC(c2nc3ccccc3s2)CN1C1CCCCC1 (stereo unspecified) | 96.7 | / | 100.0 | 93.2 | 97.1 | 84.9 | 90.9 | 98.4
C=C1CCC2C3(C)COC(c4cccc(Cl)c4)OC3CCC2(C)C1/C=C/C1=CCOC1=O (stereo unspecified) | 24.3 | 35.2 | 48.4 | 76.7 | / | 98.2 | 33.2 | 51.8
COc1ccc(/C(C#N)=C2C=C/C(=N\O)C(C)=C/2Cl)cc1 | 51.8 | 109.3 | 15.6 | 138.8 | 77.7 | 99.4 | 56.8 | 85.6
Cc1cccc(-c2nc(Nc3cccc(C(=O)O)c3)c3ccccc3n2)c1 | 89.8 | 91.0 | 83.5 | 103.8 | 79.8 | 107.7 | 88.5 | 74.4
CC1(C)CCc2cc(-c3ccn(S(=O)(=O)c4ccc(Cl)cc4Cl)n3)ccc2O1 | 75.7 | / | 76.0 | 105.5 | 77.9 | 57.1 | 84.8 | 79.0
N#Cc1c(-c2ccccc2)cc(-c2ccccc2)n(CCCCCCC(=O)Nc2ccccc2N)c1=O | 100.0 | 93.8 | 103.0 | 102.4 | 94.2 | 105.3 | 105.3 | 101.1
CCOC(=O)/C(=C/c1ccccc1)N(CC)CC | 115.0 | 92.9 | 94.2 | / | 101.8 | 83.5 | 102.7 | 98.9
CC1(c2ccccc2O)NN=C(N)N1C(Cc1c[nH]c2ccccc12)C(=O)O (stereo unspecified) | / | 46.0 | 81.7 | 91.8 | 85.7 | 90.5 | 100.5 | 79.3
COc1ccc(C2=NN(c3ccc(Cl)cc3)C(c3c(C)nn(-c4ccccc4)c3Cl)C2)cc1 (stereo unspecified) | 98.1 | 87.2 | 101.0 | 92.8 | 146.6 | 86.0 | 96.1 | 91.3
CC(=O)OCC(=O)C1(O)CCC2C3CC(C)C4=CC(=O)C=CC4(C)C3=CCC21C (stereo unspecified) | 101.2 | 83.2 | 92.0 | 100.9 | 97.4 | 92.3 | 95.4 | /
CNC1=C([N+](=O)[O-])C(c2cc3ccc(Cl)cc3nc2Cl)C(C#N)=C(c2cccs2)O1 (stereo unspecified) | 49.3 | 80.4 | 92.3 | 75.2 | 65.5 | 83.2 | 78.3 | 82.8
CN1CCN(c2ccc(Nc3nc(NCCNS(=O)(=O)c4ccc(Br)cc4)c4sccc4n3)cc2)CC1 | 19.2 | 93.8 | 82.8 | 105.0 | 81.5 | / | 76.8 | 89.0
CCCCCCCCc1ccccc1 | 105.0 | 102.3 | 108.2 | 95.5 | 100.6 | 102.7 | 108.1 | 109.6
CCOC(=O)Cn1c(COc2cccc3ccccc23)nc2ccccc21 | 76.0 | / | 96.5 | 71.0 | / | 58.8 | 67.8 | 75.8
O=C(O)C1(C(=O)O)CCC2(CCCCC2)CC1 | 100.3 | / | 95.1 | 106.1 | 91.3 | 112.1 | 84.2 | 101.7
COC1C(C)(C)C1(Br)Br (stereo unspecified) | 94.3 | / | 95.5 | 97.9 | 87.2 | 71.4 | 93.8 | 100.3
COc1cc2cc(Oc3ccc(NC(=O)Nc4ccc(C(F)(F)F)cc4)cc3)c(C)nc2cc1OC | 57.1 | 75.7 | 68.5 | 18.8 | 59.6 | 56.3 | 61.9 | 52.7
CCN1CCN(Cc2ccc(C(=O)Nc3nc4ccc(Oc5ccnc(C(=O)NC)c5)cc4s3)cc2C(F)(F)F)CC1 | / | 52.4 | 60.6 | 63.9 | / | 37.4 | / | 26.4
Cn1ncc(CC(=O)O)c1-n1nnc2ccccc2c1=O | 104.1 | 87.0 | 94.4 | 96.8 | 95.7 | 104.4 | 99.6 | 90.5
CC1(C)Oc2cc3oc(=O)ccc3cc2C[C@@H]1OCCO | 103.5 | 95.4 | 105.9 | 103.7 | 115.6 | 107.2 | 103.4 | 102.9
Cn1c(-c2sc3nnc(-c4ccccc4)c(-c4ccccc4)c3c2O)n[nH]c1=S | / | 110.5 | 105.3 | 102.2 | 107.9 | 101.2 | 101.3 | 103.0
Cc1ccc2oc(=O)cc(Cn3nnc(C(=O)O)c3C)c2c1 | 84.5 | 94.9 | 86.7 | 97.6 | 65.6 | 75.3 | 85.8 | 92.1
COc1cc2c3c(c1O)-c1ccccc1[C@@H]1OC(=O)N(CC2)[C@@H]31 | 95.1 | 96.6 | / | 95.6 | 101.9 | 74.9 | 92.8 | 112.2
COc1cc(O)c(OC)c(OC)c1OC | 115.4 | 109.5 | 102.2 | 106.2 | 103.6 | 118.8 | 110.5 | 105.8
COc1cccc(N2CCN(C3=C(Cl)C(=O)c4ncccc4C3=O)CC2)c1 | 7.2* | 102.4 | 10.0* | 83.5 | 4.4* | 134.9 | 18.2 | 55.8
CCOC(=O)NC(=O)/C(C#N)=C\Nc1ccccc1 | 99.3 | 95.6 | 91.1 | 88.8 | 104.1 | 85.9 | 102.1 | 100.0
CCCC(C)c1cc([N+](=O)[O-])c(O)c([N+](=O)[O-])c1 (stereo unspecified) | 101.5 | 100.0 | 90.0 | 87.0 | 84.5 | 75.4 | 87.2 | 87.8
CS(=O)(=O)Nc1ccc(C(=O)N=Nc2c(O)[nH]c3ccc(F)cc23)cc1 | 97.9 | 97.2 | 100.5 | 106.2 | 91.0 | 101.3 | 107.6 | 96.6
Nc1nc(CF)cc(=O)[nH]1 | 95.8 | 99.7 | 97.1 | 98.9 | 103.4 | 82.6 | 102.4 | 106.9
COC(=O)c1cc(-c2ccc(C)cc2)c(C#N)c(N)c1C#N | 100.2 | 65.5 | 104.5 | / | 88.8 | 106.1 | 98.0 | /
CC(C)Sc1nc(NC2CC2)c(C#N)c(-c2ccc(Cl)cc2)n1 | 16.0 | 104.4 | 13.4 | 94.4 | / | 108.7 | 13.0 | 44.2
C=C1C(=O)O[C@H]2[C@H]1CC/C(COC(=O)c1ccc(Br)cc1)=C\CC[C@@]1(C)O[C@@H]21 | / | -41.3* | -17.5* | 25.8 | -27.5* | -73.0* | -27.2* | -44.5*
O=C(NN=C1CC2[C@H](COC(c3ccccc3)(c3ccccc3)c3ccccc3)C[C@H](COC(c3ccccc3)(c3ccccc3)c3ccccc3)[C@@H]2C1)c1ccncc1 (stereo partly specified) | 90.7 | 102.1 | 90.7 | 84.9 | 78.8 | 86.2 | 80.2 | 87.6
Nc1c(C(=O)Nc2ccccc2Cl)sc2nc3c(cc12)CCCC3 | 100.7 | / | / | 108.9 | 94.2 | 73.2 | 104.5 | 97.5
CC(C)c1cc(O)c(C(C)(C)C)cc1Cl | 94.8 | 87.9 | 87.9 | 95.4 | 113.9 | 65.0 | 84.6 | 73.1
CC(C(=O)O)N1C2=NC3=C(C(=O)OC(C)(C)O3)C(c3ccc(Cl)cc3)N2NC1(C)c1ccccc1O (stereo unspecified) | / | 28.6 | 73.7 | 97.0 | 75.6 | 81.7 | 75.5 | 28.4
COc1cc2oc(-c3cccc(NC(=O)c4cc(N)ccc4Br)c3)cc(=O)c2c(OC)c1OC | 67.2 | 85.0 | 62.7 | 96.6 | 89.8 | 50.3 | 65.4 | 63.1
Nc1c(C(=O)Nc2cccc3c2OCCO3)sc2nc3c(cc12)CN(Cc1ccccc1)CC3 | 20.1 | 83.3 | 36.3 | 72.5 | 35.5 | 83.4 | 52.5 | 77.5
CC(=O)Nc1ccc(C(=O)Nc2cc(-c3ccccc3)ccc2N)cc1 | 39.2 | 71.4 | 80.1 | 67.7 | 39.4 | 69.2 | 64.8 | 83.6
CCN(CC)CCOc1ccc(Nc2ncc3cc(-c4ccc(O)c(C#N)c4)c(=O)n(C)c3n2)cc1 | -47.5* | 138.6 | -25.5* | 91.1 | -8.1* | -5.3* | 3.6* | 65.0
COc1cc(C(=O)c2cc(C(C)=O)c3c4ccccc4ccn23)cc(OC)c1OC | 23.9 | / | 48.9 | 56.0 | 16.8 | 26.8 | 34.6 | 52.3
CCOC(=O)C[C@@H]1C(=O)N2CC[C@@]3(C(=O)Nc4ccccc43)[C@@H]2C[C@@H]1C(=O)OCC | 106.8 | 103.0 | 99.7 | 121.0 | 110.1 | 115.6 | 105.8 | 110.9
O=C1c2c(O)ccc([N+](=O)[O-])c2C(=O)c2c([N+](=O)[O-])ccc(O)c21 | / | 98.9 | 70.6 | 85.8 | 58.5 | / | 64.2 | 106.0
NC(=Nc1ccccc1)SCCCSC(N)=Nc1ccccc1 | 75.0 | 78.8 | 79.3 | 96.5 | 94.6 | 41.6 | 90.8 | 73.4

Following part:
SMILES | K-562 | EKVX | CCRF-CEM | HOP-62 | SR | HOP-92 | MOLT-4 | RPMI-8226
Clc1ccc(-c2cn3cc(Cc4ccc(Cl)cc4Cl)sc3n2)cc1 | 64.0 | 79.3 | 91.7 | 80.6 | 81.1 | 76.1 | 92.0 | 93.0
COc1ccc(/C=C2\C(=O)ON=C2C)cc1OC | 98.9 | 91.2 | 110.6 | 100.9 | 92.2 | 84.5 | 104.9 | 116.2
COc1cccc(NC2=CC(=O)C(C)=C(C)C2=O)c1 | 12.5 | 36.7 | 15.8 | 105.7 | 23.2 | 104.3 | 17.9 | 17.5
COc1ccc2nc(-n3c(=O)c4cccnc4n(-c4cc(OC)c(OC)c(OC)c4)c3=O)sc2c1 | / | 104.3 | / | 116.5 | / | 80.6 | / | 102.6
CC1CC(=O)NN1 (stereo unspecified) | 100.7 | / | 95.4 | 97.6 | 115.5 | 113.1 | 95.0 | 105.6
Cc1ccccc1NC(=O)COc1cc(O)c2c(=O)cc(-c3ccccc3)oc2c1 | 84.1 | 95.4 | 88.5 | 96.0 | / | 94.7 | 86.7 | 100.3
O=C1C=CC[C@H](/C=C/c2ccccc2)O1 | -20.2*! | 56.3&54.5 | -3.5*! | -48.7*! | 5.2* | -15.8*! | -22.1* | -34.8*
CC1=CC2=NCC(C)C(=O)N2C=C1 (stereo unspecified) | 106.7 | 93.4 | 101.2 | 91.3 | 97.6 | 84.2 | 104.9 | 99.1
O=C(Nc1nc(-c2ccccc2)cs1)c1cc(-c2ccc(Br)cc2)nc2ccccc12 | 24.3 | 41.2 | 20.9 | 57.1 | 19.5 | 6.1* | 24.0 | 39.9
COC(=O)c1c(C)nc(Nc2nc3ccccc3s2)nc1-c1ccc(F)cc1 | 59.1 | / | 91.1 | 82.4 | 67.4 | 87.5 | 75.1 | 38.0
Cc1cc(N2CCCCCC2)nc(N2CCN(CC(=O)Nc3ccc4c(ccn4Cc4ccccc4)c3)CC2)n1 | 12.1 | 56.0 | 50.2 | 54.1 | 23.4 | 8.3* | 41.1 | 43.9
CCOC(=O)c1sc2nc[nH]c(=O)c2c1C | 103.8 | / | 109.3 | 95.7 | / | 123.6 | 93.9 | 100.1
CCC(C)CC(C)C(=O)c1c(O)ccn(OC)c1=O (stereo unspecified) | 69.3 | / | 39.8 | 54.8 | 47.1 | / | 68.1 | 69.3
Cc1[nH]c(C(=O)Nc2ccc(C(N)=O)cc2OCCN2CCOCC2)c(Cl)c1Cl | 96.8 | 102.5 | 104.5 | 100.8 | 86.3 | 94.9 | 104.3 | 108.2
COC(=O)Nc1nc2ccc(C(=O)c3ccccc3N(C)C3COC3)cc2[nH]1 | / | 53.6 | 8.1* | / | 35.6 | 41.1 | 30.3 | -8.3*

Structural class, those above containing a thiophene ring, fused or not
SMILES | K-562 | EKVX | CCRF-CEM | HOP-62 | SR | HOP-92 | MOLT-4 | RPMI-8226
Cc1ccsc1[C@@H]1C[C@@H]2Cc3cc(Cl)ccc3N1O2 | 100.4 | 90.6 | 112.3 | / | 103.6 | 56.8 | 100.9 | 94.7
CNC1=C([N+](=O)[O-])C(c2cc3ccc(Cl)cc3nc2Cl)C(C#N)=C(c2cccs2)O1 (stereo unspecified) | 49.3 | 80.4 | 92.3 | 75.2 | 65.5 | 83.2 | 78.3 | 82.8
CN1CCN(c2ccc(Nc3nc(NCCNS(=O)(=O)c4ccc(Br)cc4)c4sccc4n3)cc2)CC1 | 19.2 | 93.8 | 82.8 | 105.0 | 81.5 | / | 76.8 | 89.0
Cn1c(-c2sc3nnc(-c4ccccc4)c(-c4ccccc4)c3c2O)n[nH]c1=S | / | 110.5 | 105.3 | 102.2 | 107.9 | 101.2 | 101.3 | 103.0
Nc1c(C(=O)Nc2ccccc2Cl)sc2nc3c(cc12)CCCC3 | 100.7 | / | / | 108.9 | 94.2 | 73.2 | 104.5 | 97.5
Nc1c(C(=O)Nc2cccc3c2OCCO3)sc2nc3c(cc12)CN(Cc1ccccc1)CC3 | 20.1 | 83.3 | 36.3 | 72.5 | 35.5 | 83.4 | 52.5 | 77.5
CCOC(=O)c1sc2nc[nH]c(=O)c2c1C | 103.8 | / | 109.3 | 95.7 | / | 123.6 | 93.9 | 100.1

Rows were taken by chance (roughly 13% active in at least one column).
